GC-B act = GC-B (human) receptor activation; HEK293-GC-B cells, CNP EC30, cGMP TR-FRET; 0% at EC30 CNP, 100% saturating CNP; 0.11% of 370,000 active; activation, % at 10 µM; AID 1920062;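 active = activation at 10 µM reaching about 35% in either raw or pattern-adjusted values, limit read from the data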
ssDAF12 agonist = activators of S. stercoralis DAF-12 nuclear receptor | HEK293 ssDAF-12/GRIP1 lit1-tk-luc reporter, luminescence; % of 3 µM dafachronic acid response | activation, % at 6.8 µM | 1% of 370,000 active | AID 652126;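 active = activation above the mean over all tested compounds plus 3 SD, cut at about 0.9% in these data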;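 note: 0% = DMSO-only wells and 100% = 3 µM delta7-dafachronic acid wells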
HGIII-sPLA2 inh = Blocks human group III sPLA2 activity; Q9NZ20; QFRET BODIPY PC-A2 liposome hydrolysis, fluorescence; inhibition, % at 12.2 µM; 0.56% of 370,000 active; AID 743126;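 active = inhibition above mean plus 3 SD of compounds lying within the high and low control bounds, cut at about 19% in these data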;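 note: 0% = median of test compound wells and 100% = no enzyme DMSO wells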
Target sequence (Q9NZ20 whole entry, looked up): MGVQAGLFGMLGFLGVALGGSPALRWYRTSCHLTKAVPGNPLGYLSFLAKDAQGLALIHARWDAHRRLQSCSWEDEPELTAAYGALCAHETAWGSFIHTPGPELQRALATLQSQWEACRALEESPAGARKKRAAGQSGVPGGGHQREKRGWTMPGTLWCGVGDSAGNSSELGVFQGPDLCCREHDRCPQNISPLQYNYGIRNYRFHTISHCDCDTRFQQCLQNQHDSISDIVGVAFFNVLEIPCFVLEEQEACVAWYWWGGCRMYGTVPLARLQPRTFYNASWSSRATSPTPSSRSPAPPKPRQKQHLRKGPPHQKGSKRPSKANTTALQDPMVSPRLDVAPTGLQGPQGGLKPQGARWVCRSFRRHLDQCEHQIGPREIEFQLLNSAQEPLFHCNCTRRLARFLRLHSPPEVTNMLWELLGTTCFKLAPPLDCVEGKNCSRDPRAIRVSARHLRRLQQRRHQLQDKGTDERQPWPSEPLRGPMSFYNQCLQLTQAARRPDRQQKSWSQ
hgDAF-12 ag = agonists of H. glycines DAF-12 nuclear receptor | HEK293 GAL4-hgDAF12 UAS-luciferase reporter, agonist luminescence; normalized to butyrate control | activation, % at 6.8 µM | 1.8% of 370,000 active;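 active = activation above a cutoff set at the mean of all screened compounds plus 3 SD, cut at about 10% in these data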;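 note: 0% = DMSO wells and 100% = sodium butyrate wells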
SMARCA2 activ = increases SMARCA2 function in MMTV reporter cells | MG213 cells, MMTV-luciferase reporter, dexamethasone, overnight | activation, % at 9.1 µM | 1% of 370,000 active; in the data active = activation above about 7.8%;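 note: 0% = vehicle wells and 100% = reference activator wells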
DAX1 inh-1 = inhibits human nuclear receptor DAX1. P51843. HEK293 Gal4-DAX1 luciferase reporter, luminescence. inhibition, % at 6.75 µM. 0.99% of 340,000 active. AID 504766;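 active = inhibition above the mean over all tested compounds plus 3 SD, cut at about 4.2% in these data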;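 note: 0% = DAX1-transfected cells with DMSO and 100% = empty-vector control cells with DMSO; inhibition shows as a rise in luminescence from relieved DAX1 repression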
Target sequence (P51843 207-470 limits assumed): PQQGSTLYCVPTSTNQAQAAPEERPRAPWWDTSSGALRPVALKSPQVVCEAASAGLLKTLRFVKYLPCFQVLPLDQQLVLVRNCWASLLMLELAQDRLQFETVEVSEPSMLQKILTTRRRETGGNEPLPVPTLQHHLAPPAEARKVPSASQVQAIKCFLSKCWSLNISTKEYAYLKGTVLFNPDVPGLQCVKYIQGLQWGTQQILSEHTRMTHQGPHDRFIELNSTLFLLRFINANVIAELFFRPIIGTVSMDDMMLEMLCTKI
FXN GAA850 act = increases GAA850 frataxin promoter reporter activity | HEK293 lucGAA850 FXN promoter luciferase reporter, 24 h; percent of 10 µM SAHA response | activation, % at 6 µM | 0.56% of 360,000 active | AID 540364;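 active = activation above the average of all compounds screened plus 3 SD, cutoff fixed separately per campaign, cut at about 7.5% in these data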;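 note: 0% = DMSO wells and 100% = 10 µM SAHA wells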
DAX1 inh-2 = blocks DAX1 repression of SF-1 activated StAR promoter; inhibition, % at 6.8 µM; 1.1% of 370,000 active; AID 652010; HEK293T StAR-luciferase reporter, SF-1/DAX-1 repression relief;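 active = inhibition above the mean over all tested compounds plus 3 SD, cut at about 3.6% in these data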;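 note: 0% = DAX-1 cells with DMSO and 100% = cells lacking DAX-1 with DMSO; higher inhibition means more luminescence from relief of DAX-1 repression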
hcDAF12 agonist = H. contortus DAF-12 activation, primary screen. activation, % at 6.8 µM. 1.4% of 370,000 active. HEK293 hcDAF-12 lit1-tk-luc reporter, luminescence; 0% DMSO, 100% Δ7-dafachronic acid. AID 652067;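 active = activation above the mean of all tested compounds plus 3 SD, cut at about 5.5% in these data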;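 note: 100% = response to 3 µM Δ7-dafachronic acid high control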
GC-A act = GC-A (human) enzyme activation; activation, % at 10 µM; 0.14% of 370,000 active; P16066; HEK293 GC-A cells, cGMP TR-FRET, EC30 ANP; 0% at EC30 ANP, 100% saturating ANP; AID 1671463; in the data active = activation above about 40%
proKLK7 act = activators of human kallikrein-7 zymogen; P49862; purified proKLK7, EDANS-DABCYL substrate fluorescence; 100% is mature enzyme control, 0% vehicle; activation, % at 7 µM; 0.9% of 370,000 active;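 active = activation above the mean of all tested compounds plus 3 SD, computed per campaign excluding outliers beyond control limits, cut at about 13% in these data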
Target sequence (P49862 whole entry, looked up): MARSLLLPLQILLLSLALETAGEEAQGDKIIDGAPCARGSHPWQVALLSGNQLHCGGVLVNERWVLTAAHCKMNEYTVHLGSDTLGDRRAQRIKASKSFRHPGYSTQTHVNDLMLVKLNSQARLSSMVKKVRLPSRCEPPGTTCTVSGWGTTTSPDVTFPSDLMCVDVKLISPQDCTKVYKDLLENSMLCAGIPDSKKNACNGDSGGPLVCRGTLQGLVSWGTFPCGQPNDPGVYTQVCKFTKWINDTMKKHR
Starred values were filed as active, the others as inactive; x = not tested or not shown.

SMILES | FXN GAA850 act | SMARCA2 activ | ssDAF12 agonist | DAX1 inh-2 | DAX1 inh-1 | proKLK7 act | HGIII-sPLA2 inh | hcDAF12 agonist | hgDAF-12 ag | GC-B act | GC-A act
COCC1CCCCN1C(=O)c1ccc2oc(CCc3ccccc3)nc2c1 (configuration not stated) | 5.9 | 2.3 | 0.3 | -0.6 | -0.2 | 0.0 | -0.6 | -0.1 | 5.4 | 4.2 | -1.4
c1ccc(CN2CCN(Cc3cn4cccnc4n3)CC2)cc1 | -0.4 | 0.7 | -1.2 | 0.2 | -0.5 | 3.2 | 2.1 | -1.5 | 2.1 | 2.3 | -0.1
C[C@@]12CCC=C[C@H]1[C@H](c1ccc(F)c(/C=C/c3ccccc3)c1)N(Cc1ccccc1)C2=O | 1.1 | 0.5 | -1.5 | 0.1 | 2.2 | -0.2 | -11.2 | 0.0 | 1.6 | -2.3 | 0.2
Cc1cccc(/C=C/c2onc(C)c2S(=O)(=O)N2CCC(C(=O)NC(C)C)CC2)c1 | 1.8 | 1.1 | -1.2 | 0.6 | 0.4 | 0.8 | 2.8 | 0.8 | -2.8 | -0.7 | -1.2
CC(NC(=O)COC(=O)c1cc([N+](=O)[O-])ccc1N1CCOCC1)c1ccc(F)cc1 (configuration not stated) | 0.7 | -0.8 | -1.1 | -1.0 | 2.3 | 0.3 | 3.2 | -2.0 | -2.1 | -4.8 | 2.9
COc1ccc(C(C)NC(=O)c2ccccc2Br)cc1OC (configuration not stated) | 2.4 | -2.3 | -1.2 | -0.5 | 0.6 | 0.1 | 2.4 | -1.0 | -1.8 | -6.4 | 2.7
O=C(CN1C(=O)NC2(CCCC2)C1=O)Nc1ccc(Cl)c(C(F)(F)F)c1 | -0.8 | -0.6 | -1.2 | -0.3 | -1.5 | 0.1 | -2.7 | -1.6 | -3.7 | 4.0 | 2.1
CSc1ccc(Cl)c(C(=O)OCC(=O)N2CCOCC2)c1 | -2.7 | 1.3 | -0.8 | 0.2 | -0.1 | 0.5 | 3.0 | 0.5 | -1.9 | -7.1 | -4.8
COc1ccc2c(C)c(CC(=O)N3CCN(C(=O)C4COc5ccccc5O4)CC3)c(=O)oc2c1 (configuration not stated) | 1.5 | -2.5 | -1.5 | -3.8 | -0.9 | 2.7 | -1.7 | -2.1 | -2.2 | 4.3 | 2.4
CC(C)C[C@H](NC(=O)c1[nH]cnc1C(=O)N[C@@H](C)C(=O)OC(C)(C)C)C(=O)OC(C)(C)C | -4.1 | -1.7 | -1.8 | -0.5 | -1.3 | 1.1 | 22.6* | -2.7 | -6.8 | 17.1 | 10.7
CCN(CC)CCCN1C(=O)C(=O)/C(=C(/O)c2cc(C)ccc2C)C1c1cccnc1 (configuration not stated) | -0.3 | -2.9 | -0.4 | -0.5 | 2.7 | 0.0 | 10.1 | -0.8 | 1.0 | -2.5 | 4.7
Cc1cccc(-c2noc(-c3ccccc3C(=O)NCC3CCCO3)n2)c1 (configuration not stated) | 2.8 | 3.7 | -0.4 | -0.3 | -1.0 | 0.3 | -3.2 | 1.0 | 2.7 | 2.2 | 1.5
Cc1csc(SCC(=O)NCc2cccc(Cl)c2)n1 | -0.4 | -4.6 | -2.0 | 1.0 | -0.1 | -0.3 | -2.6 | 0.0 | 1.2 | -0.6 | -3.1
COc1ccc(/C(N)=N/OC(=O)CC2CCCCC2)cc1OC | 2.1 | 0.1 | -1.0 | -0.8 | 0.7 | 0.3 | -6.5 | -1.5 | 5.3 | -3.4 | 3.8
CC(C)C[C@H](NC(=O)c1nc[nH]c1C(=O)NCc1ccccc1)C(=O)OCc1ccccc1 | 1.8 | -0.1 | -0.8 | -0.8 | -0.4 | 0.5 | -11.0 | -1.1 | 0.7 | 0.3 | -1.4
Cc1nnc(SCC(=O)N2CCCCCC2)n(N)c1=O | 1.8 | 6.4 | -1.8 | 0.8 | 1.2 | -0.4 | 2.3 | -1.0 | 0.8 | 3.9 | 0.5
O=C(Nc1ccc(N2CCCC2)c(Cl)c1)c1ccccc1[N+](=O)[O-] | 1.0 | -0.4 | -0.8 | 0.0 | 0.4 | 0.2 | 11.9 | 0.8 | 1.5 | 5.9 | 5.8
O=S1(=O)N[C@H](Cc2ccccc2)COc2cc(N3CC[C@H](O)C3)ccc21 | x | -5.4 | -1.2 | -0.1 | x | -0.4 | -2.0 | 1.2 | 0.2 | -0.8 | 0.7
O=C(CN1CCCCCC1)NCc1ccccc1 | 1.6 | -4.6 | -0.6 | -0.3 | -1.0 | 0.5 | 5.8 | -1.5 | -1.6 | 3.2 | -2.1
Cc1ccc(C2=NN(C(=O)CCC(=O)O)C(c3cn(-c4ccccc4)nc3-c3ccc(C)cc3)C2)cc1 (configuration not stated) | 0.8 | -0.2 | -0.9 | 0.5 | 0.1 | -0.2 | 1.5 | 4.3 | 1.8 | -2.5 | -8.1
O=[N+]([O-])c1cnc2ccccc2c1 | 3.7 | -1.7 | 0.8 | 0.3 | 0.8 | -0.3 | 8.0 | 5.2 | 0.8 | 4.0 | 1.1
Cc1[nH]c2ccccc2c1/C=N/Nc1ccc([N+](=O)[O-])cc1 | 2.6 | -2.0 | -1.1 | -1.8 | 0.9 | -0.5 | -16.0 | -0.1 | 4.1 | -11.0 | -11.2
Cn1c(C(=O)N[C@@H](C(=O)O)c2ccccc2)cc2cc(F)ccc21 | -0.2 | -2.4 | -0.3 | 0.1 | -0.8 | 0.6 | -6.0 | 2.8 | 0.6 | -4.4 | 3.0
CC(C)NC(=O)c1ccc(CONC(=O)OCc2ccccc2)cc1 | 2.9 | -4.5 | -1.0 | 2.8 | 0.5 | -0.7 | 3.0 | -0.1 | -1.8 | 5.4 | 2.2
COc1ccccc1NC(=O)N1CCC(c2nc3ccccc3o2)CC1 | -1.2 | -1.9 | -2.2 | -1.1 | -0.2 | 0.6 | -3.5 | -0.5 | -2.1 | -3.6 | -3.4
CCOC(=O)Nc1cc2c(c(N)n1)N=C(c1ccccc1)CN2 | 0.6 | 2.5 | -1.7 | -0.5 | -2.9 | -8.6 | -8.2 | -0.9 | 2.9 | 3.2 | 4.8
COc1ccc(-n2nnnc2SCC(=O)Nc2cccc(NC(C)=O)c2)cc1OC | -1.7 | -2.0 | -1.1 | 0.0 | 0.1 | 0.4 | -8.9 | -1.9 | -1.4 | -1.1 | -2.6
Nn1c(SCc2ccccc2)nnc1-c1ccccn1 | 2.9 | 1.0 | 0.6 | 0.4 | 0.5 | 0.2 | 1.9 | 1.8 | 7.6 | -2.3 | 1.6
COc1ccc(/C=C/C(=O)NCC2COc3ccccc3O2)cc1OC (configuration not stated) | 1.1 | 1.9 | -1.0 | -0.8 | 3.0 | 0.3 | 0.9 | -1.5 | -2.4 | 0.9 | 1.0
COc1ccc(CN2CCNC(=O)C2CC(=O)NCc2ccc(C)s2)c(OC)c1 (configuration not stated) | 0.2 | -3.6 | -1.8 | 0.2 | 0.3 | 0.2 | -0.5 | -2.6 | -3.5 | 3.4 | -3.3
CCCCCc1ccc(CC(=O)Nn2c(C)nc3ccccc3c2=O)cc1 | -0.6 | -2.6 | -0.7 | -0.6 | -0.2 | 0.3 | -11.3 | -1.5 | 2.0 | 1.1 | 1.3
Cc1c(C(=O)OC(C)C(=O)N(C)Cc2ccccc2)oc2ccccc12 (configuration not stated) | -0.3 | -1.0 | -0.9 | 1.7 | -1.0 | -0.2 | -0.1 | 0.3 | -0.6 | -2.6 | -2.1
CCC(=O)NC(c1cccc([N+](=O)[O-])c1)c1c(O)ccc2ccccc12 (configuration not stated) | 0.2 | -0.8 | -0.9 | -0.4 | x | -0.2 | -14.1 | -1.3 | 3.7 | -4.9 | -8.2
O=C(c1ccc([N+](=O)[O-])cc1)N1CCN(c2ncccn2)CC1 | 0.5 | -1.2 | -0.2 | -0.3 | 0.2 | -0.2 | -1.9 | -0.5 | -0.6 | 3.0 | 1.6
OC(c1ccccc1)c1ncc(-c2cccc(F)c2)[nH]1 (configuration not stated) | 5.2 | -0.9 | -1.4 | 1.8 | x | -0.2 | 1.3 | 3.7 | 3.2 | 0.6 | 3.7
Cc1ccc(C(C)C)c(Oc2cnccn2)c1 | 1.6 | -2.8 | -0.9 | 0.0 | 0.6 | 0.6 | 4.5 | -1.2 | -0.9 | 1.6 | 1.7
CN=C(Nc1ccc(Cl)cc1)c1cccc(C(F)(F)F)c1 | 0.7 | 1.7 | -1.4 | -0.3 | -1.3 | -0.7 | -2.9 | 1.0 | 0.9 | -16.3 | -18.7
CCOc1cccc(CNCc2ccncc2)c1 | 4.3 | -0.3 | -0.2 | -0.4 | -0.9 | 0.7 | 6.3 | -0.8 | -0.1 | -6.0 | -0.6
COc1nc(-c2cnccn2)sc1C | 3.1 | -0.2 | -0.8 | 0.2 | 0.3 | 0.7 | -2.0 | -0.8 | 0.0 | 1.3 | -0.7
CCCCC(=O)OCC(=O)Nc1ccc(OC(F)F)cc1 | -0.8 | 0.3 | -1.2 | -1.3 | -0.1 | 0.0 | -4.3 | -0.4 | 0.8 | -1.4 | 1.0
CCC1CCCCN1C(=O)COc1ccc(S(=O)(=O)N2CCOCC2)cc1Cl (configuration not stated) | -1.2 | -1.1 | -1.3 | -2.1 | 1.0 | 0.7 | 1.9 | 0.2 | 0.2 | -2.6 | 2.6
O=C(Nc1ccc(Cl)cc1)c1nc[nH]c1C(=O)Nc1ccccc1F | 1.3 | -1.0 | -1.1 | 0.6 | -0.4 | -1.2 | -4.3 | -2.0 | 1.4 | -6.3 | -3.4
Cc1sc2nc(SCC(=O)c3cccs3)n(Cc3ccco3)c(=O)c2c1C | 1.9 | 5.2 | -1.7 | -1.4 | 1.0 | 0.4 | -9.2 | -0.4 | -2.2 | 11.6 | 0.2
CCn1cc(C(=O)N2CCN(c3ccc(C(C)=O)cc3)CC2)c2cc(OC)c(OC)cc2c1=O | 3.2 | -3.4 | -1.0 | 1.6 | -0.4 | 0.5 | 0.5 | -0.3 | -1.0 | -1.1 | 0.9
CC(O)Cn1cnc2c1c(=O)n(C)c(=O)n2C (configuration not stated) | -0.9 | -1.9 | -1.1 | -0.6 | 1.9 | -0.1 | 9.9 | -1.3 | 2.5 | -2.9 | 4.4

Single entries from above:
hgDAF-12 ag result of O=C(CN1C(=O)NC2(CCCC2)C1=O)Nc1ccc(Cl)c(C(F)(F)F)c1 reads -3.7
GC-B act result of COc1ccc2c(C)c(CC(=O)N3CCN(C(=O)C4COc5ccccc5O4)CC3)c(=O)oc2c1 (configuration not stated) reads 4.3

Full records, looked up by structure. Screens in order: FXN GAA850 act, SMARCA2 activ, ssDAF12 agonist, DAX1 inh-2, DAX1 inh-1, proKLK7 act, HGIII-sPLA2 inh, hcDAF12 agonist, hgDAF-12 ag, GC-B act, GC-A act
Record of `CCn1cc(C(=O)N2CCN(c3ccc(C(C)=O)cc3)CC2)c2cc(OC)c(OC)cc2c1=O` → 3.2, -3.4, -1.0, 1.6, -0.4, 0.5, 0.5, -0.3, -1.0, -1.1, 0.9
Record of `C[C@@]12CCC=C[C@H]1[C@H](c1ccc(F)c(/C=C/c3ccccc3)c1)N(Cc1ccccc1)C2=O` → 1.1, 0.5, -1.5, 0.1, 2.2, -0.2, -11.2, 0.0, 1.6, -2.3, 0.2

Screens deposited in PubChem BioAssay by several laboratories.
